Source: PubChem (several laboratories)
CHRM4 agonist: CHRM4 agonism in calcium assay | CHO-K1 hM4/Gqi5, Fluo-8 calcium fluorescence; vehicle 0%, full acetylcholine response 100% | activation, % at 3 µM | 360,000 tested, 0.14% active | AID 624127;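 active = activation above the run mean over all test wells plus 3 SD, cut at about 32% in these data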;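 note: peak over basal fluorescence ratio per well then scaled between controls; 0% = DMSO wells and 100% = acetylcholine at EC100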
CHRM5 agonist: CHRM5 agonism in calcium assay; CHO-K1 hM5 cells, Fluo-8 calcium fluorescence; 0% DMSO wells, 100% maximal acetylcholine response; 360,000 tested, 0.19% active; activation, % at 3 µM; P08912; AID 624037;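 active = activation above the run's mean over test compounds plus 3 SD, cut at about 23% in these data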;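 note: signal is peak over basal fluorescence ratio across the kinetic read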
Target sequence (P08912 whole entry, looked up): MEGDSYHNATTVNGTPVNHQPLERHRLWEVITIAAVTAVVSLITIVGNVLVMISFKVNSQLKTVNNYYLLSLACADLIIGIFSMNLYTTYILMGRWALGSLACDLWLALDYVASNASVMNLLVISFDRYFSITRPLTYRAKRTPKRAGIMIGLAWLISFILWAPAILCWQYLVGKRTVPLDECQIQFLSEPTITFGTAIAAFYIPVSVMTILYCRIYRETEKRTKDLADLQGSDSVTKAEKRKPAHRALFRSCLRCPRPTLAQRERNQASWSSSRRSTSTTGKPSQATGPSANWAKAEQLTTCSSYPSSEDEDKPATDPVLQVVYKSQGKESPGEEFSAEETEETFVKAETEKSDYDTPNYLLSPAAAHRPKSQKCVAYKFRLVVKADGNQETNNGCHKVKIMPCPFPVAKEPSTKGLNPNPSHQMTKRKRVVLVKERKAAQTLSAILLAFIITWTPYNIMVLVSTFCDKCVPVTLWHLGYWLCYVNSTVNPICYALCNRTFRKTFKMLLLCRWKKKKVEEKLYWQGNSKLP
M5 antag: antagonists of human muscarinic M5 receptor (CHRM5). inhibition, % at 3 µM. 360,000 tested, 0.59% active. P08912. CHO-hM5 cells, Fluo-8 calcium fluorescence, ACh EC80;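 active = inhibition above a per-plate cutoff, the mean of that plate's test compounds plus 3 SD, cut at about 27% in these data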;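 note: 0% = acetylcholine EC80 with DMSO and 100% = DMSO without agonist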
CHRM5 PAM: CHRM5 positive allosteric modulation; P08912; CHO-K1 hM5, Fluo-8 calcium, ACh EC20 PAM; 0% = ACh EC20, 100% = ACh EC100; activation, % at 3 µM; 360,000 tested, 0.3% active;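 active = activation above the run cutoff, the mean activation of all test compounds plus 3 SD, cut at about 18% in these data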
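system = human M5 receptor in CHO-K1 cells | reagent = EC20 acetylcholine as agonist stimulus | compound dosing = single-point, 3 µM nominal | incubation = Fluo-8 loading 80 min at 37 °C plus 30 min room temperature | detection = Fluo-8 calcium dye fluorescence, kinetic read | benchmarks = low control EC20 acetylcholine (0%), high control EC100 acetylcholine (100%)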
CRFR2-BP ag: CRF-BP/CRF-R2 complex agonism | HEK293 CRF-R2/CRF-BP, calcium dye fluorescence (FLIPR); percent of saturating CRF peptide response | activation, % at 13.2 µM | 350,000 tested, 0.46% active;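 active = activation of at least 50%, plus an integration ratio under a set limit after plate pattern correction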;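 note: plate controls were neutral control wells without compound for no effect and CRF at EC100 for full effect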
M4 PAM: positive allosteric modulators of human muscarinic M4 receptor. P08173. CHO-K1 hM4/Gqi5, Fluo-8 calcium fluorescence, ACh EC20; 0% = ACh EC20, 100% = maximal ACh. 360,000 tested, 0.4% active. activation, % at 3 µM;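 active = activation above its plate's cutoff, the mean activation of sample wells plus 3 SD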; note: some results filed as inactive read as strong as hits
CHRM4 antagonist: antagonists of human muscarinic M4 receptor (CHRM4) | inhibition, % at 3 µM | CHO-hM4 cells, ACh EC80, Fluo-8 calcium fluorescence | P08173 | 360,000 tested, 0.73% active;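 active = inhibition above its plate's cutoff, the mean inhibition of sample wells plus 3 SD, cut at about 27% in these data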;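 note: 0% = acetylcholine EC80 with DMSO and 100% = DMSO without agonist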
CRFR2-BP antag: CRF-BP/CRF-R2 complex antagonism; 350,000 tested, 0.59% active; inhibition, % at 11.8 µM; HEK293 CRF-R2/CRF-BP, CRF-induced calcium fluorescence;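 active = inhibition of the ligand-induced calcium signal above about 50% at the single tested concentration, limit read from the data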
IDE inh: inhibitors of human insulin-degrading enzyme in cells. HEK cells, FAbetaB cleavage, fluorescence polarization. P14735. 320,000 tested, 0.41% active. AID 434962. inhibition, % at 5.59 µM;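 active = percent inhibition above the average of all tested compounds plus 3 SD, set per screening campaign, cut at about 16% in these data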;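 note: IDE supplied by intact live HEK cells; FP after avidin binding of uncleaved biotin substrate so inhibition keeps polarization high; 0% = DMSO wells and 100% = 60 µM reference IDE inhibitor Ii1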
Numbers without * were called inactive; nt = no result given; & = joins results of further samples.

cpd	structure	CRFR2-BP antag	IDE inh	M4 PAM	CHRM4 agonist	M5 antag	CHRM5 agonist	CHRM4 antagonist	CRFR2-BP ag	CHRM5 PAM
1	O=C(Nc1ccccn1)C1CCN(S(=O)(=O)c2ccc(Cl)cc2)CC1	-15	0	17	3	-1	0	-11	2.6	-6
2	C=CCOc1ccccc1CNCCc1ccc(S(N)(=O)=O)cc1	-17	3	3	1	5	-7	4	0.7	-2
3	Cc1ccccc1CC(=O)Nc1ccon1	0	-10	-2	1	3	2	4	0.5	-2
4	O=C(NCSc1ccccc1)c1ccccc1	-10	2	-3	2	14	-3	8	-1.5	-4
5	COc1ccc(N2C(=O)C(Cl)=C(Nc3ccccc3OC)C2=O)cc1	10	2	-6	2	-4	-6	4	1.2	-1
6	COC(=O)c1[nH]c2cccc(OC)c2c1NC(=O)CCN1CCN(c2ccccc2OC)CC1	-1	0	-11	4	6	0	19	-1.3	-10
7	O=C(CCCn1c(=S)[nH]c2ccccc2c1=O)NCCSCc1ccccc1	-5	5	-5	5	6	2	-7	-2.1	1
8	CC1=C(C(=O)N2CCCCCC2)CC(CC(=O)NCC2CCCCC2)C(=O)N1Cc1ccccc1 (configuration not stated)	nt	nt	0	0	-2	-1	-4	nt	-2
9	N/C(=N\OC(=O)c1ccco1)c1ccccn1	-12	4	9	2	-9	-1	-1	0.6	13
10	CCOC(=O)C1CCN(C(=O)C2CC(=O)N(c3ccc4c(c3)OCCO4)C2)CC1 (configuration not stated)	6	4	3	0	13	-4	9	-0.7	-6
11	O=C(COC(=O)c1nc(Cl)ccc1Cl)NC1CCCCCC1	6	9	-2	1	-6	-4	-4	-0.4	2
12	CC1CCCN(C(=O)c2cccc(S(=O)(=O)N3CCCC3)c2)C1 (configuration not stated)	-2	9	5	1	-3	3	-12	0.1	-3
13	Cn1nc(C(=O)Nc2ccc(Br)cc2)cc1C(=O)Nc1ccc(Br)cc1	4	-1	-1	1	4	4	-9	0.8	1
14	CCc1nc2c(OCC(N)=O)cccn2c1N(C)C(=O)C(C)C	nt	nt	14	1	7	-1	-10	nt	1
15	CCOC(=O)c1c(NC(=S)Nc2ccccc2)sc2c1CCN(C)C2	-8	5	0	1	-2	-4	2	3.6	6
16	CCCCNCc1cc(Br)c(OCc2cccs2)c(OC)c1	-11	-1	-7	6	7	-5	6	-0.4	-4
17	Cc1cccnc1NC(=S)Nc1ccc(F)cc1F	-2	-3	0	-1	8	1	-5	-0.9	-10
18	Cc1ccc(-n2sc3cc(F)ccc3c2=O)c(C)c1	14	nt	-7	32	-8	19	2	27	2
19	COC(=O)c1cc2sc(Cl)cc2n1Cc1nc(-c2ccccc2)oc1C	-7	2	-2	1	-4	1	-4	5.8	-2
20	Nc1ncc(C(=O)O)c(-c2ccccc2)n1	-5	nt	2	0	12	0	-7	4.2	0

Further structures follow.
cpd	structure	CRFR2-BP antag	IDE inh	M4 PAM	CHRM4 agonist	M5 antag	CHRM5 agonist	CHRM4 antagonist	CRFR2-BP ag	CHRM5 PAM
21	CC(NC(=O)/C(=C/c1cccc([N+](=O)[O-])c1)NC(=O)c1ccco1)C(=O)O (configuration not stated)	6	6	2	0	-3	0	-1	2.2	2
22	CN(CCCNC(=O)c1cc2c(Cl)nc3ccccc3c2s1)Cc1ccccc1	-32	0	-3	3	-2	-6	-4	-0.5	0
23	O=C1CN(C(=O)COc2ccccc2)CCN1	9	1	6	0	3	2	-13	-0.2	-3
24	CCN1CCN(Cc2ccc(NC(=O)c3cc(NC(=O)c4cncc(-c5ccc(C#N)cc5)c4)cc(OC)c3)cc2C(F)(F)F)CC1	15&-14	10	-2&1	2&2	17&11	-2&-4	-4&1	-0.6&6.1	-1&-1
25	CCOC(=O)C(CO)NC(=O)C1(NC(C)=O)CCCC1 (configuration not stated)	5	nt	2	0	6	5	-5	-0.6	6
26	CCCn1cnc2cc(NCc3cccc(OC)c3O)ccc21	8	-3	-3	2	0	-1	3	-0.5	-6
27	CC(OC(=O)CCNS(=O)(=O)c1ccc(Cl)cc1)C(=O)N(C)Cc1ccccc1 (configuration not stated)	-16	nt	-6	12	-5	3	-10	-1.6	-6
28	CN1CCN(CC#CCC2(O)c3ccccc3-c3ccccc32)CC1	-8	1	4	1	7	-6	2	2.2	0
29	CC(C)N1CC(O)=C(c2nc3ccccc3[nH]2)C1=N	-1	4	1	0	-7	1	-11	0.4	0
30	Nc1ccc2nc(-c3cccc(-c4nc5ccc(N)cc5[nH]4)c3)[nH]c2c1	8	3	-8	14	13	-1	2	-1.2	-9
31	O=C(NC(NC(=S)Nc1ccccc1C(=O)O)C(Cl)(Cl)Cl)c1cccc([N+](=O)[O-])c1 (configuration not stated)	-5	5	0	2	3	0	0	1.9	-6
32	CCOc1ccccc1N1CCN(C(=O)c2c(CC)noc2C)CC1	16	-7	-1	1	3	1	-4	-0.6	1
33	Cc1ccccc1NC(=O)NCCCN1CCCC1	44	0	-5	0	-3	-1	1	1.6	2
34	Cc1ccc(C(C)C)c(OCc2nn(CC(=O)c3ccc(OC(F)F)cc3)c3[n+]2CCCCC3)c1	3	-20	-10	0	11	-17	12	13	-6
35	O=C(CSc1ncccc1C(=O)O)c1ccccc1	7	2	-3	-2	-2	-1	-13	-1.7	2
36	CC1=CC(C)C2(COC(=O)Nc3ccccc3)COC(C)C1C2C (configuration not stated)	-31	4	-1	0	-21	-7	-19	1.6	-7
37	COc1ccc(OC)c(C2C(C(=O)c3ccc(C)o3)=C(O)C(=O)N2c2cc(C)on2)c1 (configuration not stated)	7	-6	6	0	10	-1	-6	-1.2	3
38	CCOC(=O)C1=NOC(CNc2ncc(C(F)(F)F)cc2Cl)C1 (configuration not stated)	-1	5	11	0	1	-4	-2	-7.6	-3
39	O=C(NC(=S)NNC(=O)c1ccc(Cl)cc1Cl)c1cccnc1	-7	8	-5	3	15	1	5	-1.4	-7
40	Cc1ccc(S(=O)(=O)N2[C@@H](c3ccc(C(C)C)cc3)C(C(=O)O)=C[C@H]2C(C)(C)C)cc1	26	-1	4	1	-7	-2	-6	0.4	3

(continued)
cpd	structure	CRFR2-BP antag	IDE inh	M4 PAM	CHRM4 agonist	M5 antag	CHRM5 agonist	CHRM4 antagonist	CRFR2-BP ag	CHRM5 PAM
41	COc1ccc(OCCC(=O)N2CCCCC2)cc1	8	3	7	0	0	-7	12	1.3	-13
42	COc1ccc(NC(=O)CC(C)c2ccccc2)cc1S(=O)(=O)N1CCOCC1 (configuration not stated)	5	-1	9	4	3	2	-17	-0.8	-5
43	C=CCNc1nc(NCc2ccc(N(C)C)cc2)c2sc(-c3ccccc3)cc2n1	nt	nt	-2	0	2	-1	4	nt	-6
44	C[C@H]1COC(=O)[C@H](Cc2ccc(F)cc2)C/C=C\C[C@@H](CC(=O)NCCO)C(=O)N1	2	2	0	1	8	0	1	-0.8	-1
45	CCNC(=O)c1ccc2c(c1)S(=O)(=O)c1ccccc1C2=O	3	-3	-2	2	2	-5	3	-0.6	-7
46	S=C(NCCN1CCCCC1)Nc1ccc(Br)cc1	5	4	-7	4	5	-11	-3	-0.7	5
47	O=C1OC(Nc2ccc(Cl)cn2)c2ccccc21 (configuration not stated)	20	-3	-2	0	3	0	3	-1.8	-5
48	Cc1cccc(OC(C)C(=O)Nc2cc(S(=O)(=O)N3CCCCC3)ccc2C)c1 (configuration not stated)	12	-1	4	1	6	-4	-4	-0.8	-7
49	O=[N+]([O-])c1ccc(C2CCCC/C2=N/O)c([N+](=O)[O-])c1 (configuration not stated)	10	-4	-2	9	8	1	6	-1.4	-7
50	CC1(C)Cc2c(cnn2-c2ccccc2)-c2c1c1ccccc1n2CC(O)CCl (configuration not stated)	-14	-1	7	0	5	-10	2	-3.2	7
51	Cn1nccc1C(=O)N1CCCC(C(=O)c2ccc(Oc3ccccc3)cc2)C1 (configuration not stated)	2	6	-6	15	-5	1	-24	-1.0	-4
52	COc1ccc(NC(=O)NS(=O)(=O)c2ccc(C)cc2)cn1	-8	nt	-4	19	0	4	-1	2.7	0
53	CCC(C(=O)NC1CCCC1)N(C(=O)Cn1nnc(-c2ccc(C)o2)n1)c1cnc2ccccc2c1 (configuration not stated)	-60	5	0	0	2	1	-4	-0.3	2
54	Cc1ccc(CCNC(=O)CN2C(=O)CSc3ccc(S(=O)(=O)N4CCOCC4)cc32)cc1	-8	nt	1	2	2	-1	-3	-1.7	0
55	O=C(CN1CCN(c2ccccc2O)CC1)NCCCc1ccccc1	2	4	6	2	7	-2	-6	-0.9	-1
56	O=C1C=C(c2n[nH]nc2-c2ccccc2)C[C@@H](c2ccc(F)cc2)C1	6	nt	7	4	4	2	-11	2.8	-4

In the list so far, these contain a COOH group.
cpd	structure	CRFR2-BP antag	IDE inh	M4 PAM	CHRM4 agonist	M5 antag	CHRM5 agonist	CHRM4 antagonist	CRFR2-BP ag	CHRM5 PAM
20	Nc1ncc(C(=O)O)c(-c2ccccc2)n1	-5	nt	2	0	12	0	-7	4.2	0
21	CC(NC(=O)/C(=C/c1cccc([N+](=O)[O-])c1)NC(=O)c1ccco1)C(=O)O (configuration not stated)	6	6	2	0	-3	0	-1	2.2	2
31	O=C(NC(NC(=S)Nc1ccccc1C(=O)O)C(Cl)(Cl)Cl)c1cccc([N+](=O)[O-])c1 (configuration not stated)	-5	5	0	2	3	0	0	1.9	-6
35	O=C(CSc1ncccc1C(=O)O)c1ccccc1	7	2	-3	-2	-2	-1	-13	-1.7	2
40	Cc1ccc(S(=O)(=O)N2[C@@H](c3ccc(C(C)C)cc3)C(C(=O)O)=C[C@H]2C(C)(C)C)cc1	26	-1	4	1	-7	-2	-6	0.4	3
